COUP-TFII inh = NR2F2 transcriptional activity inhibitors, primary screen, cell-based, luciferase reporter, HEK293T, luminescence. COUP transcription factor 2 (Homo sapiens), P24468. HEK293T NGFI-A luciferase reporter. inhibition, % at 8.6 µM. 370,000 compounds, 0.7% hits;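 active = inhibition above a per-plate cutoff, mean inhibition of test wells between control levels plus 3 SD, cut at about 38% in these data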;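 also: cells cotransfected with COUP-TFII expression vector driving the NGFI-A reporter; 0% = median of COUP-TF2 test wells and 100% = reporter-only cells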
NCOA3 inh = SRC3 coactivator transcriptional activity inhibitors, primary screen, cell-based, luminescence; Nuclear receptor coactivator 3 (Homo sapiens), Q9Y6Q9; HEK293 GAL4-SRC3 luciferase reporter; 360,000 compounds, 0.17% hits; inhibition, % at 3.6 µM; AID 588352, 2011;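 active = inhibition above a per-campaign cutoff, the mean of all compounds plus 3 SD, cut at about 60% in these data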;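 also: 0% = DMSO-treated cells and 100% = gossypol-treated cells at 36 µM; higher means less SRC3-driven luciferase light from the GAL4 reporter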
LRH-1 inv ag = LRH-1 (NR5A2) inverse agonists, primary screen, cell-based, luminescence, HEK293T, StAR-luciferase reporter; Nuclear receptor subfamily 5 group A member 2 (Homo sapiens), O00482; LRH-1 transfected, 24 h; inhibition, % at 3.6 µM; 360,000 compounds, 0.13% hits;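 active = inhibition above the mean inhibition of all tested compounds plus 3 SD, cut at about 73% in these data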;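 also: 0% = DMSO wells and 100% = reporter-only cells lacking LRH-1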
EBV LMP1 NFkB = EBV LMP1-driven NF-kappaB luciferase reporter inhibitors, primary screen, cell-based, luminescence, single point. LMP1-induced NF-kappaB luciferase reporter cells. inhibition, % at 12.5 µM. 350,000 compounds, 0.69% hits; in the data active = inhibition above about 41%;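 also: 0% = neutral control wells and 100% = reference inhibitor control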
SRC1 inh = SRC1 coactivator transcriptional activity inhibitors, primary screen, cell-based, luminescence; HEK293 GAL4-SRC1 luciferase reporter; Nuclear receptor coactivator 1 (Homo sapiens), Q15788; AID 588354, 2011; inhibition, % at 3.6 µM; 360,000 compounds, 0.12% hits;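 active = inhibition above the campaign mean plus 3 SD, with each screening campaign given its own cutoff, cut at about 60% in these data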;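 also: 0% = DMSO treated cells and 100% = gossypol at 36 µM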
CF NFkB block = inhibitors of PAF-induced NF-kB signaling, primary screen, cell-based, GFP fluorescence, uHTS. 360,000 compounds, 0.86% hits. AID 588850, 2011. inhibition, % at 5 µM. KKLEB NF-kB-GFP reporter, GFP fluorescence overnight;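 active = at least 50% inhibition at 5 µM, scaled per plate between neutral and stimulator controls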;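 also: PAF is a Pseudomonas aeruginosa culture filtrate used as stimulus; plate controls were PAF-stimulated DMSO wells for no effect and unstimulated DMSO wells for full effect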
TROY signal inh = inhibitors of TROY-driven NF-kB signaling, primary screen, Q293 LMP1-TROYcd cells, NF-kB luciferase, uHTS; 360,000 compounds, 0.98% hits; AID 1347056, 2019; Q293 LMP1-TROYcd NF-kB luciferase reporter, 4 h; inhibition, % at 10 µM;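 active = compounds whose plate-normalised and pattern-corrected inhibition of the luciferase reporter signal at the single screening dose is 50% or more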
NCOA2 inhibitor = inhibition of GAL4-SRC2 driven luciferase reporter, primary screen, SRC2 inhibitor project, cell-based, luminescence. 370,000 compounds, 0.17% hits. Nuclear receptor coactivator 2 (Homo sapiens), Q15596. inhibition, % at 9 µM. HEK293 GAL4-SRC2 luciferase reporter. AID 651957, 2012;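 active = inhibition above the mean inhibition of all tested compounds plus 3 SD, set per campaign, cut at about 52% in these data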;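 also: 0% = DMSO treated cells and 100% = cells given Gossypol at 36 µM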
KKLEB cytotox = cytotoxicity in KKLEB CF airway cells, primary screen, cytotoxicity control for CF NF-kB inhibitor project, cell-based, uHTS, fluorescence assay plates; KKLEB CF airway cells viability, ATPlite luminescence, overnight; hits give low values; cells stimulated with P. aeruginosa culture filtrate; activity change (cytotoxicity), % at 5 µM; 360,000 compounds, 0.36% hits; AID 602141, 2011;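 active = corrected activity change at or below -50% at 5 µM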
TWEAK-Fn14 inh = inhibitors of TWEAK-Fn14 signaling, primary screen, luciferase reporter cells, uHTS. TWEAK-stimulated Fn14 reporter cells, luciferase luminescence, 8 h. 360,000 compounds, 2% hits. inhibition, % at 10 µM; in the data active = inhibition above about 50%
C8 TRAIL sens = viability loss with TRAIL in NB7+C8 cells, primary screen, TRAIL sensitizer project, cell-based, ATPlite luminescence. inhibition (viability loss, TRAIL sensitization), % at 10 µM. 360,000 compounds, 1% hits;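 active = compounds causing at least 50% loss of cell viability in the single-dose screen, relative to plate controls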
* = called active by the depositor; . = not tested or not shown; & = joins results of further samples.

SMILES	COUP-TFII inh	NCOA3 inh	LRH-1 inv ag	EBV LMP1 NFkB	SRC1 inh	CF NFkB block	TROY signal inh	NCOA2 inhibitor	KKLEB cytotox	TWEAK-Fn14 inh	C8 TRAIL sens
O=C(CSc1nnc(-c2cccs2)n1Cc1ccco1)Nc1ccc2c(c1)OCO2	5	0	10	-5	-4	0	21	-9	1	-17	-7
O=C(N[C@@H](Cc1c[nH]c2ccccc12)C(=O)NC1CC1)c1ccccc1Cl	-7	20	-2	4	-3	2	8	-13	23	-18	-25
CCOC(=O)c1cc(S(=O)(=O)Nc2ccc(OC)cc2OC)cn1C	21	3	2	4	8	7	-12	-1	0	3	-8
CC1(C)OC(=O)C2=C(C[C@@H](C3CC3)O[C@@H]2C2CC2)O1	2	.	-6	.	.	.	4	-3	.	4	-10
CCC1Nc2ncnc(N3CCCCC3)c2N(Cc2ccc(Cl)cc2)C1=O (stereo not drawn)	-11	0&-1	0&-21	-9	-8&-1	29&-13	-9&13	15	-17&6	10&13	2&-1
CCCN1CCc2c(sc(NC(=O)c3ccc(S(=O)(=O)N(C)c4ccccc4)cc3)c2C(=O)NC)C1	29	7	-1	-10	-5	-24	14	-18	-6	17	24
Cc1ccc2c(c1)N(C(=O)CCC(=O)Nc1ccccc1Cl)CC(C)O2 (stereo not drawn)	2	0	-9	-1	11	1	1	-31	10	-15	9
CCN(CC)C(=O)CCc1nnc(CCc2c[nH]c3ccccc23)o1	14	6	8	-7	2	18	8	-11	6	-1	-8
O=C(CCC(=O)N(CC(=O)NC1CCCC1)c1cccc(F)c1)Nc1nccs1	-18	-11	15	1	-6	3	-13	1	-7	-3	5
COc1ccc(CN(CC2CCC(C(=O)O)CC2)C(=S)Nc2cc(C)ccc2C)cc1 (stereo not drawn)	-6	2	5	-5	4	3	7	12	26	10	0
CC(C)CN1CCN(Cc2cn(C)c3ccccc23)CC1CCO (stereo not drawn)	-6	-2	-8	-4	4	-6	22	9	0	-3	-4
CCOC(=O)c1c(NC(=O)CN2CCCCC2)sc2c1CCN(C(=O)OCC)C2	0	14	21	19	10	9	-7	11	-6	13	2
O=C(CSCC(=O)Nc1cccc([N+](=O)[O-])c1)Nc1ccccc1	-17	1	0	-6	-4	4	-8	17	-3	2	-2
O=C(Nc1cccc(NC(=O)C2CCCO2)c1)c1ccco1 (stereo not drawn)	-2	15	-11	-6	3	2	4	6	-6	-20	-9
CC(C)Oc1ccc(/C=N/NC(=O)c2nnn(-c3nonc3N)c2CN(C)C2CCCCC2)cc1	0	5	4	-7	7	44	-26	-2	-15	-67	6
COc1cc(Cl)ccc1OCc1cc(C(=O)N(C)CCc2c(C)n[nH]c2C)no1	-14	6	-4	-6	1	-8	2	-9	-3	-8	-14
COc1ccc(N(CCC(=O)O)S(=O)(=O)c2ccc(C)cc2C)cc1	9	7	-16	-2	7	6	-4	-27	4	36	-6
Cc1nc(C(=O)Nc2cc(Cl)ccc2Cl)nn1-c1cc(OC(C)C)c(Cl)cc1Cl	1	-32	5	2	-29	10	5	9	1	4	13
Cc1cccc(NC(=O)CCn2cnnn2)c1	-3	8	-25	-9	8	17	1	-10	-8	24	0
CC(=O)c1sc(N/N=C/c2ccc(C(C)C)cc2)nc1C	-46	-72	-66	-30	-85	-7	-61	-23	-2	-17	8
COc1cccc(CN(C)CC(=O)NNC(=O)c2ccc(Cl)cc2)c1	2	6	19	6	9	-7	4	-12	-2	5	22
NC(=O)C1CCN(c2nc(C3CC3)nc3c2nnn3Cc2ccccc2)CC1	-6	13	7	4	-7	17	10	1	-17	-7	-18
CCC(=O)N(C)C[C@@H]1Oc2ncc(Br)cc2C(=O)N([C@H](C)CO)C[C@H]1C	-2	-10	-24	-5	-1	-19	14	4	17	-4	3
O=C(Nc1ccccc1C(F)(F)F)c1c(F)cccc1Cl	-19	20	5	-3	-1	-10	-6	-20	-10	30	-5
NS(=O)(=O)c1cccc(NC(=O)CSc2nnc(NC3CC3)s2)c1	-10	3	-22	-1	-3	-8	5	8	7	16	0
CN(C)C(CNC(=O)c1cccc(S(=O)(=O)Nc2ccc(SC(F)F)cc2)c1)c1ccccc1 (stereo not drawn)	4	-9	2	-16	-11	14	-10	-1	-5	-2	-3
Cc1ccc(NC(=S)c2ccc(N(C)C)cc2)cc1	-66	-70	-111	-26	-90	-1	-15	-40	6	23	39
CCCCOCCCNC(=O)C[C@@H]1C[C@@]2(C(=O)OC)CCCCC=C2N(Cc2ccc(Cl)cc2Cl)C1=O	34	.	13	.	.	.	19	4	.	12	20
COc1ccccc1OCCC(=O)OCC(=O)Nc1ccc2c(c1)OCCO2	18	-17	13	1	1	-19	10	-3	13	15	1
CC(CNC(=O)c1ccc(OC2CCN(Cc3ccccn3)CC2)cc1)Oc1cccnc1 (stereo not drawn)	2	18	8	5	16	-23	-3	10	1	-6	5
Cc1nc(N2CCN(c3ccccn3)CC2)c2c(C)c(C(=O)N3CCN(c4ccc(F)cc4)CC3)sc2n1	6	1	8	14	10	4	38	-22	-7	-14	23
Fc1ccc(C(CCNCc2ccccn2)c2ccc(Cl)cc2)cc1 (stereo not drawn)	.	-20	-2	-4	-23	-11	-14	.	-3	-10	13
CCOC(=O)C1=C(CNCCOc2ccc(OC)cc2)NC(=O)NC1c1ccc2c(c1)OCO2 (stereo not drawn)	18	6	-6	-6	7	12	-8	-36	-9	-30	-32
CN(C)S(=O)(=O)c1ccc(C(=O)OCC(=O)c2ccc3c(c2)NC(=O)CO3)cc1	-6	14	-9	-1	11	-7	-10	0	7	-20	10
Cc1ccc(S(=O)(=O)NCCC(=O)NC(C)CCc2ccccc2)cc1 (stereo not drawn)	1	-6	13	-2	-8	11	11	-17	-20	-4	3
CN(CC(=O)NC(=O)NCc1ccccc1)CC(=O)Nc1ccc(Cl)c(Cl)c1	15	14	1	-7	-1	-19	18	6	21	8	3
CCOC(=O)c1[nH]c2ccccc2c1NC(=O)CCN1CCN(C(=O)OCC)CC1	10	-2	-7	0	9	-11	-6	15	10	13	-6
CCN(CC)CCn1c2c(c(SCC(=O)NCc3ccccc3)nc1=O)CCC2	-18	-6	3	-1	-6	-11	-3	-4	4	-4	-4
Cc1cc(NC(=O)COC(=O)c2cc([N+](=O)[O-])ccc2N2CCOCC2)ccc1Br	23	-12	4	3	-8	3	21	30	-17	7	35
CCOCCCNCc1ccc(OC)cc1	-26	2	1	-1	1	-20	-11	8	12	18	-12
COC(=O)c1ccc(C23CC4(C2)[C@H](CN(C)[C@@H]4c2ccccc2)C3c2ccccc2)cc1 (stereo partly drawn)	4	3	11	-1	-3	34	-1	0	-11	-10	-3
Cc1c(CCOC(=O)C23CC4CC(CC(C4)C2)C3)sc[n+]1Cc1ccccc1	19	17	-2	-7	8	-6	-1	-12	-2	-3	-4
COc1ccc(NC(=O)C(c2cc3c(cc2[N+](=O)[O-])OCO3)N2CCN(C=O)CC2)cc1 (stereo not drawn)	-10	0	-8	-10	6	0	-29	-7	-1	2	5
Cc1ccc(F)cc1NC(=O)c1ccc(NS(=O)(=O)c2ccc(Br)s2)cc1	22	14	18	9	9	4	23	7	-18	-5	-4
CCN(CC)C(=O)CN1CCC(n2c(C)nc3cc(C(F)(F)F)ccc32)CC1	9	1	7	8	2	-13	-6	-3	7	-12	-13
O=C(CCc1ccccc1)NCCS(=O)(=O)N1CCN(c2ccccc2)CC1	-2	-52	4	-1	3	-8	-18	6	-16	8	4
CCOc1ccc(N(CC(=O)NC2CCCC2)S(=O)(=O)c2ccccc2)cc1	10	-11	-5	1	-3	14	-14	5	-7	17	-3
COC(=O)c1cc2c(ccn2C)n1C	8	16	-25	1	8	0	0	-9	6	-7	-1
CCOC(=O)c1c(C)sc2c1N(C(C)=O)c1cc(Cl)ccc1S2	-14	0	3	6	-8	11	9	-18	-6	0	-9
COc1ccc(NC(=O)C2CCC(N3C(=O)C4CCCCC4C3=O)CC2)cc1 (stereo not drawn)	-10	-2	-3	7	-11	12	0	-2	5	-10	-7
N=c1c(S(=O)(=O)c2ccc(Br)cc2)cc2c(=O)n3ccccc3nc2n1C1CCCC1	-9	-5	0	5	6	27	-12	2	-19	16	1
N#Cc1cn(N2CCCCC2)c(=O)[nH]c1=O	3	8	2	-2	-6	-5	-12	10	6	-11	-3
Cc1cccc(C)c1OCC(O)CN1CCN(C(=O)c2ccccc2)CC1 (stereo not drawn)	13	-2	-8	7	5	-15	3	-16	2	-2	12
Cc1ccc(S(=O)(=O)NCC(=O)N(CC(=O)NCC2CCCO2)Cc2ccc(Cl)cc2)cc1 (stereo not drawn)	0	-4	12	-4	0	-6	9	-45	12	8	2
NC(=O)Nc1ccc(C(=O)OCC(=O)N2CCc3ccccc3C2)cc1	17	7	8	-6	-10	2	-21	-9	-3	9	-3
c1ccc2[nH]c(NCCCN3CCOCC3)nc2c1	-4	1	1	3	4	-16	-16	2	-3	-2	-12
CC(=O)c1cccc(-c2ccnc3c2CC(C(=O)Nc2ccc(Cl)cc2)O3)c1 (stereo not drawn)	23	-8	-5	.	4	-16	35	17	4	14	22
O=C(O)c1c[nH]c2cc(C(F)(F)F)ccc2c1=O	.	22	14	8	-5	-21	-1	.	5	-1	1
COC(=O)C(Cc1cnc(Cl)s1)(C(=O)OC)c1ccccc1[N+](=O)[O-]	10	5	17	-1	0	4	9	23	-2	1	8
Cn1cccc1CC(=O)N/N=C/c1ccco1	1	12	-13	3	0	-7	1	-19	9	-19	-19

(cont.)
SMILES	COUP-TFII inh	NCOA3 inh	LRH-1 inv ag	EBV LMP1 NFkB	SRC1 inh	CF NFkB block	TROY signal inh	NCOA2 inhibitor	KKLEB cytotox	TWEAK-Fn14 inh	C8 TRAIL sens
O=S(=O)(Nc1ccccc1Cl)c1ccc(-c2ccccn2)s1	10	19	7	4	11	6	5	-20	-3	1	-3
O=C(CCC1CC(=O)Nc2ccccc21)NCc1cccnc1 (stereo not drawn)	-6	0	11	-13	7	10	-10	-13	15	-21	-10
COc1cc(/C=C2\C(=N)N3N=C(S(C)(=O)=O)SC3=NC2=O)cc(OC)c1OCCOc1cccc(C)c1	-10	0	2	0	15	4	1	13	3	-10	-9
O=C(NCCO)C(=O)c1c(-c2ccccc2)cc2ccccn12	-9	5	-19	-2	6	18	11	-4	-4	0	-5

Screens as filed in PubChem BioAssay.
